V1R ag counter: agonists of human V1a receptor, primary screen, counter-screen for OXTR agonist project, fluorescence, CHO-V1R cells; Fluo-8 calcium fluorescence, agonist mode; 0% DMSO, 100% 3 nM vasopressin; activation, % at 3 µM; hit rate 0.25% among 320,000; AID 2797, 2010;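 active = activation above the mean activation of all tested compounds plus 3 SD, per screening run, cut at about 20% in these data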;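 note: signal is peak over basal fluorescence ratio across a 100 second FLIPR read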
Target sequence (P37288 whole entry, looked up): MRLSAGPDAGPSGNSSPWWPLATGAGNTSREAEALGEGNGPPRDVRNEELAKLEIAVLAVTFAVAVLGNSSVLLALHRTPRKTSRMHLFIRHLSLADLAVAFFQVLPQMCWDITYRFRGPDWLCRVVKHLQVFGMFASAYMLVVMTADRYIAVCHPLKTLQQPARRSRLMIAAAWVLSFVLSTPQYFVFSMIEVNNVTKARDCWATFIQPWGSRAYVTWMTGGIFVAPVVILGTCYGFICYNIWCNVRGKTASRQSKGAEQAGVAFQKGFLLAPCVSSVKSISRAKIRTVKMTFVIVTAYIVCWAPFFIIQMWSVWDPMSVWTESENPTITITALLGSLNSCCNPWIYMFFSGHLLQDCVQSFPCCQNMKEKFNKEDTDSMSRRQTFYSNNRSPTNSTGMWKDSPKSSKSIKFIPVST
MEKK3 PB1 HTS: modulators of MEKK3-MEK5 PB1 binding, primary screen, biochemical, wildtype MEKK3, multiplex bead flow cytometry, Alexa488-MEK5. Mitogen-activated protein kinase kinase kinase 3 (Homo sapiens), Q99759. binding response (% of control), % at 10 µM. hit rate 1.4% among 290,000. bead-based flow cytometry, Alexa488-MEK5 binding to MEKK3; actives lie on both sides; 0 = blocked by unlabeled MEK5, 100 = vehicle;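 active = binding response more than 3 SD above or below the average of its plate-row segment, actives on both sides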;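 note: Alexa488 bead fluorescence after subtracting the streptavidin-only scavenger bead signal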
MEKK2 mut-MEK5: MEK5 binding signal on mutant MEKK2 PB1, primary screen, biochemical, multiplex bead flow cytometry, Alexa488-MEK5. Alexa488-MEK5 binding to MEKK2 mutant. percent response, % at 10 µM. hit rate 0.35% among 290,000; in the data active = percent response above about 24%, passing the limit was not always enough; note: inactives centre near 1; some results filed as inactive read as strong as hits; reference of the scale not given here
MEKK2wt PB1 HTS: modulators of MEK5 binding to wildtype MEKK2, primary screen, biochemical, multiplex bead flow cytometry, Alexa488-MEK5; Mitogen-activated protein kinase kinase kinase 2 (Homo sapiens), Q9Y2U5; Alexa488-MEK5 binding to MEKK2 WT; actives lie on both sides; binding response (% of control), % at 10 µM; hit rate 1.1% among 290,000; AID 1531, 2009; in the data active = binding response below about 67% or above about 130%
GPR7 antagonist: GPR7 receptor antagonists, primary screen, cell-based, fluorescence, single concentration | GPR7-expressing cells, fluorescence antagonist assay | inhibition, % at 4.4 µM | hit rate 1.1% among 290,000 | AID 1861, 2009; in the data active = inhibition above about 16%, passing the limit was not always enough;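 note: cells stimulated with the agonist NPW; 0% = agonist with vehicle and 100% = vehicle without agonist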
GalR3 antag: GalR3 antagonists in HEK293 cells, primary screen, cell-based, fluorescence readout. Galanin receptor type 3 (Homo sapiens), O60755. HEK293 GalR3-CNG cAMP membrane potential fluorescence; galR3 body fused to GalR1 C-terminus. inhibition, % at 3 µM. hit rate 0.44% among 360,000. AID 651719, 2012;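 active = inhibition above the screen-wide average plus 3 SD, cut at about 13% in these data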;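 note: forskolin and galanin both at EC90 stimulate the cells; cAMP rise reported by CNG channel membrane potential dye signal; 0% = forskolin plus galanin with DMSO and 100% = forskolin alone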
Target sequence (O60755 1-299 limits assumed): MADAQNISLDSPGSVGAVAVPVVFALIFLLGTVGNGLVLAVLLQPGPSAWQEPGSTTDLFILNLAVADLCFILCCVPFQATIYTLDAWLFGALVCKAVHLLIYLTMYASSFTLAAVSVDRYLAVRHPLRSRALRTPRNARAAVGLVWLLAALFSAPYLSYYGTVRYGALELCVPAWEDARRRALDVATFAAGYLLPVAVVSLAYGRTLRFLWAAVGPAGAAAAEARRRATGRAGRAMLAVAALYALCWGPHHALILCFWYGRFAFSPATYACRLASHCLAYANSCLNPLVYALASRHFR
OXTR agonist: human OXTR agonists, primary screen, fluorescence, CHO-OTR cells, Fluo-8 calcium | Oxytocin receptor (Homo sapiens), P30559 | Fluo-8 calcium fluorescence; normalized: DMSO 0%, oxytocin 100% | activation, % at 3 µM | hit rate 0.32% among 320,000;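 active = activation above the mean of all tested compounds plus 3 SD, cutoff set per screening run, cut at about 20% in these data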;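 note: peak over basal fluorescence ratio from a 100 s FLIPR kinetic read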
PHOSPHO1 inh: PubChem AID 1565; Phosphoethanolamine/phosphocholine phosphatase (Homo sapiens), Q8TCT1; recombinant PHOSPHO1, absorbance phosphatase assay; inhibition, % at 13.3 µM; hit rate 1.1% among 290,000; in the data active = inhibition above about 60%
Target sequence (Q8TCT1 whole entry, looked up): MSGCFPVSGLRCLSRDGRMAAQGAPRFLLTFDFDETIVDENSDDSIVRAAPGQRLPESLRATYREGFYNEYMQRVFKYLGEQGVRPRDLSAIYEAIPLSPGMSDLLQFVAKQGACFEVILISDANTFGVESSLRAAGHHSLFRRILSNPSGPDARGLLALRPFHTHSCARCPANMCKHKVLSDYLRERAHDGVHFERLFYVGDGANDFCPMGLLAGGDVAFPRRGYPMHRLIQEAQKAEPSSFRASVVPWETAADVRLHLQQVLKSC
NALP1 yeast inh: NALP1 inflammasome inhibitors in reconstituted yeast, colorimetric, S. cerevisiae, triplicate retest | S. cerevisiae NALP1/ASC/caspase-1 growth, X-gal OD620, 72 h | inhibition, % at 10 µM | hit rate 0.61% among 280,000 | AID 2071, 2009; in the data active = inhibition mostly above about 24%, no sharp cut-off; inactive = mostly below about 32%; note: some compounds called inactive have numbers as strong as hits
Numbers without * were called inactive; nt = no result given. Compounds as they come. Share with any hit: about 5.4%.

SMILES	V1R ag counter	MEKK3 PB1 HTS	MEKK2 mut-MEK5	MEKK2wt PB1 HTS	GPR7 antagonist	GalR3 antag	OXTR agonist	PHOSPHO1 inh	NALP1 yeast inh
O=C(Nc1sc2c(c1C(=O)O)CCCCC2)c1ccco1	-1.1	101	1	96	-2	-2	-1.8	5	-14
Cn1c(=O)c2c(-c3cccc(Br)c3)c(C#N)c(N)nc2n(C)c1=O	-0.6	88	-22	83	1	0	-0.5	28	nt
O=C(CNC(=O)c1cccs1)N=Nc1c(O)[nH]c2ccc(Br)cc12	0.7	101	4	101	-3	-6	-0.2	34	9
c1ccc(Oc2cccc(OCCCn3cncn3)c2)cc1	-0.1	104	8	104	-5	-5	-2.0	15	11
Cc1nn(C)c(C(=O)N2CCc3ccccc32)c1Cl	-0.3	73	3	77	-12	-6	-0.8	-6	-4
COCc1cc(C)nc2oc(C(=O)c3ccccc3)c(N)c12	-0.4	105	4	108	-13	-5	-2.5	47	-3
COC(CNC(=O)[C@H](CSCc1ccccc1)N1Cc2ccccc2C1=O)OC	-0.1	98	-12	89	-11	-7	-0.6	11	-11
CCc1ccccc1N(C(=O)CCC(=O)Nc1cc(C)on1)C(C(=O)NC1CCCC1)c1ccco1 (configuration not stated)	-1.2	105	5	106	nt	5	-1.6	7	-3
CCc1ccccc1NC(=O)Nc1ccon1	nt	102	1	101	-12	0	nt	36	6
CCOc1ccc(C2C(C(=O)O)c3ccccc3C(=O)N2CCN2CCOCC2)cc1 (configuration not stated)	0.7	99	2	105	-10	1	1.1	-2	7
COc1ccc(SCC(=O)Nc2ccccc2Cl)cc1	-0.9	105	5	107	-8	-2	-2.1	3	8
CCOCCCn1c(SCC(=O)Nc2cccc(OC)c2)nc2ccccc2c1=O	nt	105	7	107	-8	-11	nt	25	18
COc1ccccc1-c1c(C#N)c(SCC(=O)N2CCCC2)nc(C)c1C(N)=O	nt	99	6	96	-3	nt	nt	53	9
Cc1cc(Br)ccc1SCC(=O)Nc1cccnc1	6.4	94	-4	92	-3	-5	8.3	15	-13
CCN(c1ccccc1)S(=O)(=O)c1ccc(NC(=S)NC(=O)c2cccs2)cc1	0.6	107	3	100	-11	-4	-0.4	10	32
Cc1cc(C)n(-c2nc(NCC(C)O)c3c4c(sc3n2)CCCC4)n1 (configuration not stated)	-0.7	102	12	101	8	1	-1.4	-14	11
CC(C)(C)c1nnc2sc(SCC(=O)N3CCCc4ccccc43)nn2c1=O	-0.7	104	5	100	-4	-4	-1.5	6	11
COc1ccc(C(C)=O)cc1COC(=O)C1CC(=O)N(Cc2ccccc2)C1 (configuration not stated)	0.5	108	9	112	-2	-2	-0.5	37	14
Cc1ccc(C)c(NC(=O)COC(=O)c2ccc3c(c2)OCO3)c1	2.6	100	-4	100	-14	-8	-0.1	32	9
COn1c(-c2ccccc2)nc2ccc(Cl)cc21	-0.6	104	2	106	-6	-2	-2.3	6	2
COc1ccc(-c2oc3ccc(N4CCOCC4)cc3c2/C=C/c2ccc(OC)c(OC)c2)cc1	0.5	100	0	98	3	1	-0.1	15	22
COc1ccc(CCNC(=O)C2CCN(S(=O)(=O)c3cnc[nH]3)CC2)cc1OC	-0.7	104	1	102	-5	-4	0.4	11	-1
COc1ccc(NC(=O)Nc2ccc(Br)cn2)cc1	7.2	108	1	100	-13	-5	4.9	-8	-3
COCCN(CCOC)Cc1c(C)[nH]c2ccccc2c1=O	0.9	103	-1	109	-6	-2	0.1	-1	17
O=C(N/N=C/c1cc([N+](=O)[O-])ccc1O)c1cccc(NC(=O)c2cccc(Cl)c2)c1	0.6	98	-8	89	-5	-8	0.5	31	19
Cc1ccc(-c2cc(C(=O)Nc3c(C)n(C)n(-c4ccccc4)c3=O)[nH]n2)c(O)c1C	-1.0	104	2	102	-15	-5	-0.9	24	-22
O=C1c2ccccc2C(Nc2ccc(S(=O)(=O)N3CCOCC3)cc2)N1c1ccccn1 (configuration not stated)	0.1	100	6	99	1	nt	0.6	-9	7
Cc1ccc(NS(=O)(=O)c2ccc(NC(=O)C(C)Sc3ccc(Cl)cc3)cc2)c(C)c1 (configuration not stated)	5.6	98	-1	111	17	-4	6.2	-12	8
CCCNC(=S)NC1CCCC1	1.3	104	0	98	-2	-3	0.6	15	2
COc1ccccc1CNC(=O)CC(C)c1ccccc1 (configuration not stated)	-1.2	103	3	106	-22	-9	-1.9	24	8
Cc1cc(C)cc(OCC(=O)N/N=C/c2ccccn2)c1	3.1	98	-2	98	-9	-5	-1.0	28	nt
CCCCCCCC[n+]1cccc(C(=O)N(CC)CC)c1	0.8	99	-1	100	-6	-2	0.2	-11	18
Cc1ccc(COC(=O)CCc2nc3ccccc3c(=O)[nH]2)cc1	-1.8	114	4	109	-10	-2	-2.2	14	36
c1ccc(-c2cc3c(N4CCCCC4)ncnc3s2)cc1	-0.6	83	-12	84	-3	-5	-2.8	24	-3
CCOc1cc(S(=O)(=O)NC2CC(C)(C)NC(C)(C)C2)ccc1Cl	0.9	98	6	106	5	-5	0.3	7	13
Nc1nc2ccccc2[nH]1	nt	101	2	105	-2	-9	nt	14	15
COc1ccc(OC)c(C(=O)N2CCC(CCC(=O)NC3CC3)CC2)c1	0.5	96	4	97	4	3	-1.3	30	-6
Cc1cc(C)cc(OCC(=O)N/N=C/c2ccc([N+](=O)[O-])o2)c1	-0.7	101	0	99	-4	-8	-1.2	-4	-1
CC1=CC(=O)C=CC1(C)C(Cl)Cl (configuration not stated)	0.1	102	5	102	-7	-3	0.3	37	23*
Cc1ccc(C(C)C)cc1NC(=O)Nc1ccc([N+](=O)[O-])cc1	6.3	112	25*	157*	32	-10	9.0	34	34
O=C(Nc1ncccc1O)c1ccc(OCC2CCCO2)cc1 (configuration not stated)	0.9	100	4	98	-12	-3	0.1	-31	0
COc1ccc(-c2nnc(SCC(=O)NCC3CCCO3)o2)cc1 (configuration not stated)	2.0	99	1	100	-5	7	0.7	28	12
CC1CCCC(n2c(=S)[nH]c3ccccc3c2=O)C1C (configuration not stated)	-0.9	109	8	106	-11	-3	-1.3	30	1
CN(Cc1ccccc1)C(=O)[C@@H]1CCCN1S(=O)(=O)c1ccc(Cl)cc1	0.7	101	-1	96	-11	-8	0.7	12	10
O=C(c1ccc(S(=O)(=O)N2CCOCC2)cc1)N1CCN(c2ccccc2F)CC1	1.0	104	5	101	-7	-7	0.5	9	13

Shown as a markdown table: entries from further up.
| molecule | V1R ag counter | MEKK3 PB1 HTS | MEKK2 mut-MEK5 | MEKK2wt PB1 HTS | GPR7 antagonist | GalR3 antag | OXTR agonist | PHOSPHO1 inh | NALP1 yeast inh |
| --- | --- | --- | --- | --- | --- | --- | --- | --- | --- |
| COn1c(-c2ccccc2)nc2ccc(Cl)cc21 | -0.6 | 104 | 2 | 106 | -6 | -2 | -2.3 | 6 | 2 |
| Cc1cc(C)n(-c2nc(NCC(C)O)c3c4c(sc3n2)CCCC4)n1 (configuration not stated) | -0.7 | 102 | 12 | 101 | 8 | 1 | -1.4 | -14 | 11 |

Printed as active in NALP1 yeast inh (from the list above):
| Molecule | MEKK3 PB1 HTS | MEKK2 mut-MEK5 | MEKK2wt PB1 HTS | GPR7 antagonist | GalR3 antag | PHOSPHO1 inh | NALP1 yeast inh |
| --- | --- | --- | --- | --- | --- | --- | --- |
| CC1=CC(=O)C=CC1(C)C(Cl)Cl (configuration not stated) | 102 | 5 | 102 | -7 | -3 | 37 | 23* |

(continued)
SMILES	V1R ag counter	MEKK3 PB1 HTS	MEKK2 mut-MEK5	MEKK2wt PB1 HTS	GPR7 antagonist	GalR3 antag	OXTR agonist	PHOSPHO1 inh	NALP1 yeast inh
NC(=O)c1ccccc1NC(=S)NC(=O)c1ccc(Br)o1	0.9	100	-2	99	-9	-8	0.1	-5	4
O=C(NCc1ccccn1)C1COc2ccccc2O1 (configuration not stated)	0.8	105	5	105	0	0	2.1	-18	2
Cc1ccc(N(C(=O)c2ccccn2)C2(C(=O)NC3CCCC3)CCCCC2)cc1	-1.2	96	-2	99	7	-9	-0.4	0	5
COc1cccc(CN(C)CC(=O)NCc2ccccc2Cl)c1OC	-0.2	102	-13	91	-1	-3	-0.6	-8	-2
NC(=O)/C(=C/c1ccco1)NC(=O)c1ccc(Br)o1	1.0	104	6	111	7	0	1.3	nt	nt
Cc1ccc(C2=Nc3ccccc3N=C(C(Cl)Cl)C2)cc1	0.8	109	-5	104	6	-5	-1.5	-12	7
Cc1ccc(C(c2nnnn2C2CCCCC2)N2CCc3ccccc32)cc1 (configuration not stated)	0.2	102	11	101	-6	-6	-2.1	1	32
NC(N)=NCC(O)CN(c1ccccc1)c1ccccc1 (configuration not stated)	0.1	102	10	111	-5	-4	-1.0	12	30
CCc1nn(CCCC(=O)NCc2ccc(OC(C)C)cc2)c(=O)c2cc3occc3n12	-0.9	99	4	94	0	2	-2.6	24	2
C#CCOCCOCCOCCNc1nc(N2CCN(C(=O)[C@H]([C@@H](C)CC)n3cc(CCCN=C(N)N)nn3)CC2)nc(N2CCN(C(=O)[C@H]([C@@H](C)CC)n3cc(CCCN=C(N)N)nn3)CC2)n1	nt	110	18	164*	-1	nt	nt	4	8
OC(CNCc1ccccn1)c1ccccc1 (configuration not stated)	0.5	100	11	101	-5	-5	-0.3	-6	15
CCC(C)NC(=O)c1ccccc1NC(=O)CN(c1cc(C)ccc1OC)S(C)(=O)=O (configuration not stated)	-0.2	97	-6	84	-13	2	-0.1	7	13
OC(CNCC1COc2ccccc2O1)COc1ccccc1F (configuration not stated)	1.6	105	4	110	-5	-14	4.6	-5	20
CCc1nnc(NCn2nc(C)cc2C)s1	0.0	105	0	99	-5	-4	0.5	19	nt
CC(C)=Cc1c(O)nc2ccccn2c1=O	0.1	100	-9	91	-2	-7	0.8	-6	-18
NC(=O)CNC(=O)[C@@H]1CC2(CC(c3ccccc3)=NO2)CN1C(=O)c1ccc(Br)cc1 (some centres not stated)	0.4	107	5	111	1	-5	-0.3	26	-4
CCCC(=O)NC(=S)Nc1cccc(-c2nc3ncccc3o2)c1	-0.2	102	1	98	-18	-1	-1.5	8	-4
CCOC(=O)CNC(=O)c1ccccc1Br	0.8	109	6	107	-6	1	-0.1	25	23
C=CCNS(=O)(=O)c1ccc(C(=O)OCc2cc(=O)oc3cc(OC)ccc23)cc1	5.3	100	-2	99	-7	-8	2.6	-30	10
NC(=O)c1cc2ccccc2o/c1=N\NC(=O)c1ccc(F)cc1	1.9	104	9	104	-19	-13	0.0	nt	0
CC(Cc1cccs1)NC(=O)Nc1ccc(Cl)cc1 (configuration not stated)	4.7	nt	nt	nt	-5	-2	2.3	-4	-28
COc1ccc(OC)c(NC(=O)c2cccc(N3C(=O)C4C5CCC(C5)C4C3=O)c2)c1 (configuration not stated)	11	97	-4	100	-1	2	7.2	28	16
O=C(NCCN1CCOCC1)c1ccc(NC(=O)C2COc3ccccc3O2)cc1 (configuration not stated)	0.2	100	2	101	-4	6	0.7	-8	0
CC(C)(C)C(=O)Nc1nc2c(c(=O)[nH]1)CCCC2	-0.2	96	-1	95	-6	-4	0.2	-5	7
CCCOc1cccc(C(=O)NC(=S)Nc2cccc(NC(=O)c3ccccc3Cl)c2)c1	2.4	113	-1	99	-9	-4	1.3	-4	11

Bioassay records deposited in PubChem BioAssay by several laboratories.
